# SENP1 FRET inh = human SENP1 catalytic domain inhibitors, primary screen, biochemical, FRET, uHTS. recombinant SENP1 catalytic domain, CyPet-SUMO1-YPet FRET cleavage. inhibition, % at 10 µM. 360,000 compounds, 0.21% hits;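 active = inhibition at least 30% at 10 µM, raw YFP signal under a set limit, fluorescence ratio 0.5 to 1.5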;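 also: 0% = enzyme with DMSO and 100% = no enzyme wells; some results filed as inactive read as strong as hits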
#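 system = hSENP1 catalytic domain, recombinant | reagent = SFCypet-SUMO1-SFYpet substrate at 25 nM | doses = one dose per compound, 10 µM, 0.5% DMSO | incubation = enzyme reaction for 50 min at room temperature, dark | measured by = FRET, CFP and YFP emission | controls = no-enzyme low, enzyme-DMSO high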
# SENP7 block = SENP7 protease inhibitors, primary screen, biochemical, luminescence, uHTS. 330,000 compounds, 1.5% hits. Sentrin-specific protease 7 (Homo sapiens), Q9BQF6. recombinant SENP7, Z-RLRGG-aminoluciferin luminescence, 40 min. inhibition, % at 5 µM;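 active = inhibition above about 50% at the single test dose, limit read from the data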;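 also: plate controls were DMSO with enzyme for no effect and no enzyme buffer wells for full effect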
# SENP8 block-1 = human SENP8 protease inhibitors, primary screen, biochemical, fluorescence, Nedd8 protein substrate, uHTS | Sentrin-specific protease 8 (Homo sapiens), Q96LD8 | AID 602440, 2012 | recombinant SENP8 | inhibition, % at 20 µM | 360,000 compounds, 0.64% hits; in the data active = inhibition mostly above about 40%, no sharp cut-off; inactive = mostly below about 27%
# UBC13 inh = UBC13 polyubiquitin chain formation inhibitors, primary screen, biochemical, TR-FRET, uHTS. Ubiquitin-conjugating enzyme E2 N (Homo sapiens), P61088. inhibition, % at 20 µM. 330,000 compounds, 0.47% hits. AID 485273, 2010; in the data active = inhibition above about 45%, passing the limit was not always enough
# SENP6 block = SENP6 protease inhibitors, primary screen, biochemical, luminescence, uHTS. Sentrin-specific protease 6 (Homo sapiens), Q9GZR1. Recombinant SENP6 catalytic domain, aminoluciferin luminescence. inhibition, % at 10 µM. 330,000 compounds, 1.8% hits;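 active = inhibition above about 50% at the single tested dose, limit read from the data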;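 also: plate controls were DMSO wells with enzyme for no effect and DMSO wells lacking enzyme for full effect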
# SENP8 block-2 = SENP8 protease inhibitors, primary screen, biochemical, luminescence; inhibition, % at 10 µM; 330,000 compounds, 1.2% hits; AID 2540, 2010; purified SENP8, Z-RLRGG-aminoluciferin cleavage; in the data active = inhibition above about 50%
# A3G deaminase = APOBEC3G DNA deaminase inhibitors, primary screen, biochemical, fluorescence, single-stranded DNA substrate, uHTS; DNA dC->dU-editing enzyme APOBEC-3G (Homo sapiens), Q9HC16; recombinant A3G, ssDNA deamination FAM/TAMRA fluorescence; inhibition, % at 20 µM; 330,000 compounds, 0.28% hits; AID 493012, 2011;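 active = inhibition of at least 40% at 20 µM, with no more than 30% in the related APOBEC3A deaminase screen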;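 also: plate controls were DMSO wells with A3G for no effect and wells lacking A3G enzyme for full effect; some compounds called inactive have numbers as strong as hits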
# Apaf-1 inh = inhibitors of human Apaf-1 apoptosome, primary screen, biochemical, DEVD-Rh110 fluorescence, uHTS; Apoptotic protease-activating factor 1 (Homo sapiens), O14727; reconstituted apoptosome caspase-3 activity; inhibition, % at 20 µM; 330,000 compounds, 0.71% hits; active = inhibition of at least 40% at 20 µM;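 also: plate controls were DMSO wells for no effect and DEVD-CHO caspase inhibitor wells for full effect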
# Target sequence (O14727 whole entry, looked up): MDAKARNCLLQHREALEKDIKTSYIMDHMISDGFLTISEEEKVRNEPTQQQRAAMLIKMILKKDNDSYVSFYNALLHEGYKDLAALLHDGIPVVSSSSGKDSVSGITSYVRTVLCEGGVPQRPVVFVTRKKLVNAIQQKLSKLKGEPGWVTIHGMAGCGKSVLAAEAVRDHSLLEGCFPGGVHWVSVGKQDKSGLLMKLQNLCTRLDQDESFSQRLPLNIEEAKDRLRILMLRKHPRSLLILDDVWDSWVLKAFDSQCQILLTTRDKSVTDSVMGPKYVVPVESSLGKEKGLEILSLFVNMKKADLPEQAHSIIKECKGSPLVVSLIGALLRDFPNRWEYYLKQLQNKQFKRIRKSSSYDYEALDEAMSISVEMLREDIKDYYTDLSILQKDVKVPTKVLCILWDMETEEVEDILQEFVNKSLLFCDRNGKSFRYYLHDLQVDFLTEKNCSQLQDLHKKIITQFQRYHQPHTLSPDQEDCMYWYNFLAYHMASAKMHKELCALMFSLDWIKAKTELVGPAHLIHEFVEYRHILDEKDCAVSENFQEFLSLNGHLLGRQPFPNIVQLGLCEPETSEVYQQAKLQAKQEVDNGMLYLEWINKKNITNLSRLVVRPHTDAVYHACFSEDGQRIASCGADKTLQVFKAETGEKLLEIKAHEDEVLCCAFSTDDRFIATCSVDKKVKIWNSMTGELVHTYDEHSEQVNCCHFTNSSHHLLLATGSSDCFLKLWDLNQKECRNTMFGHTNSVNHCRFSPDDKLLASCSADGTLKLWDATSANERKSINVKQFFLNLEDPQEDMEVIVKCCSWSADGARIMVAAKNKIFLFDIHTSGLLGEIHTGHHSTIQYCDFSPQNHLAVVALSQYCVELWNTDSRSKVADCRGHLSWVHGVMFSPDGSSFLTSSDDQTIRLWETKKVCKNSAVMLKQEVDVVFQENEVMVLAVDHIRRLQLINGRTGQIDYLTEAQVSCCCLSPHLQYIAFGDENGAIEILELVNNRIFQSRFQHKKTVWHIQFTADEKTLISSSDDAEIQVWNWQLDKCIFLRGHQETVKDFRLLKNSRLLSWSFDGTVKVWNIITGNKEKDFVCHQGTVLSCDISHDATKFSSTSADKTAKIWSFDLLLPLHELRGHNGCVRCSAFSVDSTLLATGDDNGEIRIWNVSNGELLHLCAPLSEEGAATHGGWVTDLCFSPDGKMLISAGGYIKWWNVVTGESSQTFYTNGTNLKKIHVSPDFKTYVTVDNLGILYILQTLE
#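 System – cell-free apoptosome with Apaf-1, procaspase-3 and caspase-9 · Buffer or medium – pH 7.5 Hepes buffer with CHAPS, BSA, DTT · Also added – cytochrome c with DEVD-Rh110 · Times – 30 min compound preincubation, 50 min activation, room temperature · Technique – Rh110 fluorescence intensity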
# * hit, by the source's call. Hits appear at their usual frequency; any-hit rate near 3.6%.
SMILES,SENP1 FRET inh,SENP7 block,SENP8 block-1,UBC13 inh,SENP6 block,SENP8 block-2,A3G deaminase,Apaf-1 inh
CC1CCCCN1CCCNc1ccc(C(CC(N)=O)NC(=O)Cc2cccc3ccccc23)cc1[N+](=O)[O-] (stereo not drawn),-2.2,-2.7,30.5,-41.0,-3.7,-1.3,0.2,2.0
CCOc1ccc(CCNC(=O)Cc2ccc(NC3=NC4CS(=O)(=O)CC4S3)cc2)cc1OCC (stereo not drawn),1.7,2.7,9.4,-4.2,-15.6,-2.9,-2.7,-0.4
Cc1ccc(NC(=O)c2snc3ccc(Cl)cc23)cc1C,0.7,20.5,24.2,6.5,-17.2,-8.7,-4.0,5.2
CC(C)(C)C(=O)Nc1ccccc1C(=O)NCc1cccnc1,0.8,-7.3,-69.3,3.3,-37.1,-8.1,-8.8,10.7
Cn1cccc1CC(=O)NNC(=O)Nc1ccc(F)cc1,2.3,-9.5,2.8,-7.0,-4.5,-7.5,-7.6,3.5
O=C(COC(=O)c1ccccc1SCC(=O)N1CCCC1)Nc1ccc(OC(F)F)cc1,2.2,3.5,-24.6,-0.2,1.2,-3.2,0.6,7.2
CCNS(=O)(=O)c1cc(S(C)(=O)=O)ccc1Cl,6.6,2.1,15.8,-1.8,-9.2,-3.6,-1.4,1.3
Cc1ccc(C)c(OCC(=O)NCCN(C)C)c1,5.0,-1.0,22.9,4.1,-20.3,-7.7,-7.7,-2.2
COc1ccc(NC(=O)Nc2nnc(N3CCC(C)CC3)s2)cc1OC,0.4,8.6,15.8,-24.4,-5.2,-3.0,-5.8,7.3
CCn1c(SCc2nc3ccccc3[nH]2)nnc1-c1cccs1,-2.8,3.8,-24.5,10.1,-22.5,-3.0,-3.0,-3.8
COc1ccc(C(C(=O)NC(C)(C)C)N(C(=O)CNC(=O)c2cccs2)c2ccc(C)cc2)cc1OC (stereo not drawn),2.6,4.1,16.8,-2.2,-23.0,-3.7,7.8,-3.7
Cc1nc(SCC(=O)NC(=O)NC(C)(C)C)nc(C)c1C,-5.6,4.3,31.7,12.0,-10.2,2.7,-7.9,-7.6
Cc1ccc(OCc2nnc(SCC(=O)O)n2-c2ccccc2)cc1,-2.3,2.0,13.0,-2.6,12.8,-1.2,9.2,-0.7
CC(=O)c1c(C)[nH]c(C(=O)CSc2ncnc3sc(-c4ccccc4)cc23)c1C,-82.2,-8.3,-37.6,0.2,-14.2,-3.5,-5.9,7.3
Cc1cc(C(=O)O)ccc1-c1ccc(/C=C2\SC(=O)N(CC(=O)Nc3ccc4c(c3)OCO4)C2=O)o1,-22.1,-6.4,-375.4,-18.2,-2.4,8.9,-2.9,-10.7
CC(=O)C1C(c2ccncc2)NC(=O)NC1(O)C(F)(F)F (stereo not drawn),0.4,7.6,7.8,3.3,8.9,-3.0,-2.0,-16.9
c1cnn(Cc2cnc(N3CCOCC3)s2)c1,0.4,-13.6,2.8,-3.5,2.7,-10.1,-9.1,11.4
CCSc1sc(CC)cc1C=O,0.6,-1.2,6.7,1.3,-2.3,-2.4,-3.3,-7.5
Cn1nc(C(C)(C)C)c([N+](=O)[O-])c1C(=O)NC1CCCCC1,-0.3,12.7,14.4,2.1,4.9,4.0,1.5,-3.3
CCCCn1c(N)c(N(CC(C)C)C(=O)CSCc2cccc(C)c2)c(=O)[nH]c1=O,-23.4,-11.7,-31.3,-2.0,-12.0,-12.5,-9.3,8.7

# 3 of the compounds above, as labelled records:
Cc1ccc(OCc2nnc(SCC(=O)O)n2-c2ccccc2)cc1
  SENP1 FRET inh = -2.3 | SENP7 block = 2.0 | SENP8 block-1 = 13.0 | UBC13 inh = -2.6 | SENP6 block = 12.8 | SENP8 block-2 = -1.2 | A3G deaminase = 9.2 | Apaf-1 inh = -0.7

CC(=O)c1c(C)[nH]c(C(=O)CSc2ncnc3sc(-c4ccccc4)cc23)c1C
  SENP1 FRET inh = -82.2 | SENP7 block = -8.3 | SENP8 block-1 = -37.6 | UBC13 inh = 0.2 | SENP6 block = -14.2 | SENP8 block-2 = -3.5 | A3G deaminase = -5.9 | Apaf-1 inh = 7.3

Cc1cc(C(=O)O)ccc1-c1ccc(/C=C2\SC(=O)N(CC(=O)Nc3ccc4c(c3)OCO4)C2=O)o1
  SENP1 FRET inh = -22.1 | SENP7 block = -6.4 | SENP8 block-1 = -375.4 | UBC13 inh = -18.2 | SENP6 block = -2.4 | SENP8 block-2 = 8.9 | A3G deaminase = -2.9 | Apaf-1 inh = -10.7

# (list continues)
SMILES,SENP1 FRET inh,SENP7 block,SENP8 block-1,UBC13 inh,SENP6 block,SENP8 block-2,A3G deaminase,Apaf-1 inh
CN(C)S(=O)(=O)c1cccc(C(=O)C2=C3SC=C(c4ccccc4)N3CC2)c1,-40.3,-0.6,-25.8,-2.2,-5.8,-3.3,-1.6,0.1
O=C(N[C@@H]1CCC(=O)N(CC[C@H](Sc2ccccc2)c2ccccc2)CC1)OCc1ccccc1,2.6,-6.3,1.4,3.6,-15.6,-10.4,-11.9,23.8
NC(=O)COC(=O)CSc1ccc2ccccc2c1,3.1,4.2,-0.7,-7.0,-7.0,-2.7,-0.3,1.5
CC(C)(C)NC(=O)C(c1ccncc1)N(Cc1ccco1)C(=O)c1ccc(-c2ccccc2)[nH]1 (stereo not drawn),-20.7,-18.0,-74.6,-18.7,-9.6,-4.3,-4.7,17.6
COc1cccc(OC)c1C(=O)NC(C)c1ccccc1 (stereo not drawn),-0.6,5.7,6.8,4.0,-33.4,3.9,-0.9,-6.1
CC1CCCCN1C(=O)NC12CC3CC(CC(C3)C1)C2 (stereo not drawn),0.8,1.3,5.6,1.3,-4.1,2.9,-5.7,-16.2
COc1ccc(C(=O)NC(=S)Nc2ccccc2N2CCOCC2)cc1[N+](=O)[O-],-0.6,1.1,22.6,0.2,10.6,-3.3,-8.3,0.9
O=C(Cn1cc2c(n1)CCCCC2)Nc1ccccc1Cl,0.9,5.5,38.3,10.1,11.8,-2.6,-6.4,-8.4
COc1ccc(C2N(C(=O)c3ccccc3)CCN2C(=O)c2ccccc2)cc1,0.3,6.7,2.6,-0.2,16.2,-0.4,1.8,-0.1
O=C(NCc1ccco1)c1ccc(NS(=O)(=O)c2cccc(F)c2)cc1,1.2,-9.8,4.3,2.1,-17.9,-5.7,-8.7,2.7
Cn1c(=O)c([N+](=O)[O-])c(-n2ccnc2)c2ccccc21,-3.9,2.6,-14.5,9.6,-21.4,0.7,4.9,-2.5
Cc1ccnc(NS(=O)(=O)c2ccc(NC(=O)C34CC5CC(C)(CC(C)(C5)C3)C4)cc2)n1,-2.2,-1.7,13.7,-13.5,-13.5,1.3,3.8,12.5
CN(c1ccc(C(=O)NCCSCc2ccc(Cl)cc2)cc1)S(=O)(=O)c1ccccc1,1.7,3.0,12.5,5.0,-6.4,-5.1,3.1,5.5
COC(=O)c1ccc(OCCOCCOc2cccc3ccc(C)nc23)cc1,2.7,-8.5,-69.5,3.3,-12.1,-9.9,-9.2,13.9
Cc1noc(NS(=O)(=O)c2ccc(NC(=O)C(F)(F)F)cc2)c1C,1.9,-9.5,4.7,-10.0,-32.9,-14.3,-5.0,-0.9
Cc1ccccc1NC(=O)CSc1nnnn1C,0.6,-10.7,23.2,-0.7,-6.4,-10.8,-7.0,-5.6
CCOC(=O)CC(NS(=O)(=O)c1ccc2[nH]c(=O)sc2c1)c1ccc(C)cc1 (stereo not drawn),0.0,4.8,10.8,1.8,2.8,-1.0,-1.1,7.1
CCOC(=O)c1nnn(CC(=O)Nc2cc(F)ccc2F)c1C(=O)OCC,0.5,3.7,13.6,9.1,-15.6,4.8,-4.0,-9.0
CC(C)OCCCNC(=O)c1cc(Sc2ccc(F)cc2)nc2ccccc12,-0.5,-7.6,-32.6,-1.7,-16.3,-4.6,-5.0,11.7
Cc1ccc(C(=O)NC(=S)Nc2cccc(NC(=O)c3ccccc3)c2)cc1[N+](=O)[O-],0.1,-3.4,19.5,-9.1,6.8,4.6,-6.0,2.1
COc1cc(C(=O)NCC(=O)OCCN2C(=O)c3ccccc3C2=O)cc(OC)c1OC,1.7,-17.6,11.6,-6.1,-16.0,-10.3,-5.7,6.3
O=C(NC1CCC(NC(=O)C(F)(F)C(F)F)CC1)C(F)(F)C(F)F (stereo not drawn),0.5,9.3,26.7,0.3,5.9,0.7,0.4,-15.4
C=CCN1C(=O)/C(=C\c2ccc(Cl)cc2)N=C1SCC(=O)NC1CCCCC1,3.9,5.8,16.5,1.5,14.7,-4.4,-7.7,4.5
CN(CC(=O)Nc1ccc(F)c(F)c1F)C(=O)C1CSC2(C)CCC(=O)N12 (stereo not drawn),-0.8,-7.0,16.0,-8.9,-13.0,-10.6,-7.0,16.9
CN(CC(=O)Nc1ccccc1C(F)(F)F)C(=O)CCc1nc2ccccc2c(=O)[nH]1,-16.3,3.7,-11.8,-3.4,-3.2,-0.6,-7.4,-7.4
COc1ccc(N(CC(=O)NCc2cccs2)S(=O)(=O)c2ccc(F)cc2)cc1,0.2,8.1,4.2,-1.4,-0.8,-6.8,-1.1,-0.9
Cc1nn(Cc2ccc(Cl)cc2)c(C)c1NC(=O)c1cc(-c2ccco2)on1,0.6,-0.2,7.3,-1.7,1.1,-2.5,-4.2,2.4
CC(C)(C)c1cc(S(=O)(=O)CCc2ccccn2)cc(C(C)(C)C)c1F,0.7,3.6,9.4,7.7,-7.8,-4.9,-0.7,23.1
CC[C@@]1(C(=O)OC)N[C@H](CN(C)C(=O)COC)[C@@H]2C(=O)N(C)C(=O)[C@@H]21,2.0,3.1,14.5,-2.3,-13.8,3.8,-8.1,-12.0
CCc1ccccc1Nc1cc(C(=O)NCc2ccccn2)c2ccccc2n1,-0.6,0.4,-35.4,-1.5,1.4,-0.1,-6.9,0.7
CCOC(=O)c1ccc(N2C(=O)CC(N3CCN(C(=O)c4ccccc4)CC3)C2=O)cc1 (stereo not drawn),1.0,-3.7,2.8,6.4,-2.3,5.2,-7.1,-13.9
COCc1ccc(CN2CCC(n3nccc3NC(=O)CCOc3ccccc3)CC2)o1,-0.4,10.5,8.8,-2.5,-6.9,-5.0,-6.6,4.5
O=C(Cc1ccc(F)cc1)NCC1CCCO1 (stereo not drawn),-0.4,6.9,7.5,14.6,-26.4,0.3,-11.0,6.8
O=C(CCC1CCCCC1)NCc1ccncc1,-0.4,-9.4,9.1,-6.5,0.5,-5.0,-3.5,11.1
COc1cc(/C=N\NC(=O)c2cccnc2)ccc1OC(=O)c1ccccc1Cl,4.0,-13.1,-5.6,5.9,-4.8,-6.6,-3.8,11.3
O=C(OCC(=O)N1CCCc2ccccc21)c1cnc(Cl)c(Cl)c1,0.1,8.7,14.5,5.2,2.3,5.7,-5.3,7.9
O=C(CN1CCCCC1)NC(=O)Nc1ccccc1F,0.1,8.9,4.3,-3.0,-21.2,-11.4,-10.2,0.2
C/C(=N\NC(=O)C(N)=O)c1cccc([N+](=O)[O-])c1,0.0,13.4,10.8,11.6,-0.6,-3.5,2.0,-5.3
O=C(CN1C(=O)NC2(CCc3ccccc32)C1=O)c1ccccc1 (stereo not drawn),0.6,-8.3,7.7,-0.2,12.5,4.4,-2.8,0.0

# Screening results (PubChem BioAssay)
